# RAD54 branch: blocks human RAD54 Holliday junction branch migration. 360,000 tested, 0.14% active. Q92698. inhibition, % at 10.4 µM. AID 602329. FAM/BHQ fluorescence;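 active means mean normalized replicate activity at least 40 and at least half of replicates scoring 40 or more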;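 further: 0% = median of neutral control wells and 100% = median of positive control wells; inhibitors cause a drop in the FAM fluorescence signal; in these data hits start at about 50%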
# Target sequence (Q92698 whole entry, looked up): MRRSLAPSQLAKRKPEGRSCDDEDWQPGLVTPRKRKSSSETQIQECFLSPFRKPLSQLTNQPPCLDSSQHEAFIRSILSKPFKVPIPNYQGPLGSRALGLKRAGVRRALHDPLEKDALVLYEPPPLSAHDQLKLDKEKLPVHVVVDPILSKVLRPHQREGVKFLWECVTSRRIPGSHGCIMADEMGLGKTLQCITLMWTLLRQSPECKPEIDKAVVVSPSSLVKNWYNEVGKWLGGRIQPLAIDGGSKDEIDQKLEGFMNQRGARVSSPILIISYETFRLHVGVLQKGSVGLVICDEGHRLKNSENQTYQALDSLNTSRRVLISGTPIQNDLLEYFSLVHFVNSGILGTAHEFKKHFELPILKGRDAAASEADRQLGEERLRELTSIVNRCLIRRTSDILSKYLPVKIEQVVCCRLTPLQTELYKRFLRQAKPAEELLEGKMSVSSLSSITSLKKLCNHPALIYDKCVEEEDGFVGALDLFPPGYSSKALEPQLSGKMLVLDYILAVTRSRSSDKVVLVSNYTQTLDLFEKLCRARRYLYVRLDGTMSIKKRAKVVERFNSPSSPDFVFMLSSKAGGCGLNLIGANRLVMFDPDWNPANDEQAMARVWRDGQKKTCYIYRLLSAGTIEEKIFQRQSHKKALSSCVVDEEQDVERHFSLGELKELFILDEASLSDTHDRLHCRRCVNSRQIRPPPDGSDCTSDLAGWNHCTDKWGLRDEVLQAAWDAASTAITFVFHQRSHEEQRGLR
# CFTR F508del cor: correctors of CFTR F508del function in bronchial epithelial cells. AID 720511. activity (quench increase), % at 7.58 µM. 350,000 tested, 0.36% active. CFBE cells, YFP halide quenching; stimulated with forskolin plus potentiator P3; % fluorescence drop versus neutral controls;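 active means mean added fluorescence quench of at least 8% versus neutral control, with both replicates also reaching 8%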;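 further: cells transiently co-express mutant CFTR-F508del with the halide-sensitive YFP; corrector assay measuring rescue of mutant channel to the surface after 24 h compound exposure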
# Xi reactivation: reactivates the inactive X chromosome in mouse fibroblasts; XiGFP mouse fibroblasts, % GFP-positive cells imaging, 3 d; cells co-treated with 5-aza-dC sensitizer; scaled so ellipticine positive control = 100%; activation, % at 7.58 µM; 360,000 tested, 0.055% active;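 active means mean normalized replicate activation at least 10% and every replicate at or above 10%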;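 further: 0% = median of on-plate neutral control wells and 100% = ellipticine 6 µM median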
#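 assay system = SV40-immortalized XiGFP fibroblast cells, line 68-5-11 | buffer or medium = DMEM plus 5-aza-dC sensitizer | doses = single-point pinned compound dosing | times = 3-day compound exposure, then 15 min fixation at room temperature | benchmarks = positive control ellipticine, 6 µM final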
# RAD52 inh: RAD52 (human) annealing inhibition | P43351 | 360,000 tested, 0.46% active | recombinant RAD52 DNA annealing, FRET fluorescence | inhibition, % at 18.7 µM | AID 651710;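 active means every replicate showing at least 50% inhibition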
# esBAF inh: SWI/SNF esBAF complex inhibition. mouse ES cells, Bmi1-luciferase knock-in reporter, 24 h; 100% = twice the neutral-well signal. reporter increase, % at 12.5 µM. 350,000 tested, 2% active. AID 602393; in the data active means activation above about 40%;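 further: 0% = median of the plate's neutral control wells and 100% = double that signal; a rise in the Bmi1 reporter signal indicates esBAF inhibition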
# ERAP1 HTS inh: inhibitors of human ERAP1 aminopeptidase | Q9NZ08 | recombinant ERAP1, Leu-AMC fluorescence, 60 min | inhibition, % at 10.7 µM | 340,000 tested, 0.15% active | AID 652197;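 active means mean replicate inhibition of at least 30%, or all replicates individually reaching that 30% level; inactive means mean below 30% and not every replicate reaching it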;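 further: 0% = neutral control wells and 100% = L-leucinethiol positive control wells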
# ARNT TACC3 PPI: ARNT/TACC3 interaction disruption; Q9Y6A5; AlphaScreen His-ARNT PAS-B/GST-TACC3 binding, luminescence; TACC3 fragment carries E629A point mutation; inhibition, % at 9.99 µM; 390,000 tested, 0.66% active; AID 623870;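 active means mean inhibition of replicates at least 50% and at least half of replicates each reaching 50%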;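 further: 0% = complete ARNT plus TACC3 wells and 100% = ARNT alone without TACC3; many hits fall short of the cut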
# INS-1E GSIS act: GLuc luminescence reporter in INS-1E cells, primary screen for activators of glucose-dependent secretion of insulin | INS-1E GLuc reporter insulin secretion, 2-3 h | activation, % at 16.6 µM | 370,000 tested, 0.61% active;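 active means lowest replicate activation of at least 40%, so every replicate reaches that level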;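 further: 0% = median of neutral control wells and 100% = median of IBMX positive control wells; some compounds called inactive have numbers as strong as hits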
# * hit, by the source's call; x = not tested or not shown; & = joins results of further samples.
# Value order – RAD54 branch	CFTR F508del cor	Xi reactivation	RAD52 inh	esBAF inh	ERAP1 HTS inh	ARNT TACC3 PPI	INS-1E GSIS act
- Clc1ccc(-c2nnc(-c3cccc4ccccc34)o2)cc1
    -7	5.1	0.0	-6	71*	-3	-6	16
- NNC(=O)CCc1nc2ccc(O)cc2[nH]1
    5	-4.2	0.0	-9	0	4	1	24
- COc1ccc2oc(=O)c(C(C)=O)cc2c1
    4	x	x	-6	-8	1	-33	10
- CS(=O)(=O)Cc1cccc(C(=O)NN(c2ccccc2)c2ccccc2)c1
    0	-0.6	0.0	-13	-5	1	x	5
- CCOC(=O)C1=C(COC(=O)Cc2ccccc2[N+](=O)[O-])NC(=O)NC1C (centres undefined)
    -2	-0.9	0.4	-13	3	-2	x	11
- O=C(COc1ncnc2ccc(Br)cc12)NCc1ccco1
    -4	2.7	0.4	-7	x	x	1	9
- COC(=O)[C@@]1(Cc2ccc(F)cc2)[C@H]2c3cc(C(=O)N4CCCC4)n(CCSCCO)c3C[C@H]2CN1C(=O)c1ccccc1
    x	-1.9	0.0	-19	x	x	x	-22
- Cc1c(O)ccc(-c2[nH]ncc2-c2nc3ccccc3s2)c1O
    -3	x	x	x	13	x	6	-16
- O=C1NCCOC(=O)[C@@H](Cc2ccc(F)cc2)C/C=C\C[C@@H]1CC(=O)N(CCO)Cc1ccccc1
    3	2.8	0.3	-8	-3	5	-1	-29
- CNC(=O)NC(=O)C(C)N1CCN(C/C=C/c2ccccc2)CC1 (centres undefined)
    1	-3.0	0.1	-4	x	-3	-7	5

# Single entries from the list:
# Value for Clc1ccc(-c2nnc(-c3cccc4ccccc34)o2)cc1 in esBAF inh: 71*
# Value for O=C(COc1ncnc2ccc(Br)cc12)NCc1ccco1 in ARNT TACC3 PPI: 1

# Three structures already listed, arranged by length of the SMILES, rising.
# Value order – RAD54 branch	CFTR F508del cor	Xi reactivation	RAD52 inh	esBAF inh	ERAP1 HTS inh	ARNT TACC3 PPI	INS-1E GSIS act
- COc1ccc2oc(=O)c(C(C)=O)cc2c1
    4	x	x	-6	-8	1	-33	10
- CS(=O)(=O)Cc1cccc(C(=O)NN(c2ccccc2)c2ccccc2)c1
    0	-0.6	0.0	-13	-5	1	x	5
- O=C1NCCOC(=O)[C@@H](Cc2ccc(F)cc2)C/C=C\C[C@@H]1CC(=O)N(CCO)Cc1ccccc1
    3	2.8	0.3	-8	-3	5	-1	-29

# Carrying on:
# Value order – RAD54 branch	CFTR F508del cor	Xi reactivation	RAD52 inh	esBAF inh	ERAP1 HTS inh	ARNT TACC3 PPI	INS-1E GSIS act
- CC(=O)CCc1ccccc1
    -1	-0.1	x	-10	3	4	-2	-3
- Cc1sc2ncnc(N3CCC(C(=O)N(C)CC(=O)Nc4ccc(Cl)c(C(F)(F)F)c4)CC3)c2c1C
    12	-0.5	0.0	-11	14	2	-1	-10
- CCOC(=O)C1(C)CCCN1C(=O)c1ccc(F)c(Cl)c1 (centres undefined)
    -22	0.0	0.1	3	-6	0	x	-10
- Cc1ccc(NC(=O)N2CCC(NC(=O)c3ccco3)CC2)cc1
    10	3.2	0.2	-3	-9	0	8	-8
- Cc1cc(C)cc(NC(=O)C2CCCN2S(=O)(=O)c2cccc3cccnc23)c1 (centres undefined)
    x	-0.6	0.0	-18	x	3	4	5
- C[C@H](CO)N1C[C@H](C)[C@H](CN(C)S(=O)(=O)c2ccc(F)cc2)Oc2c(NC(=O)c3ccc(-c4nccs4)cc3)cccc2C1=O
    6	2.5	2.7	-3	3	-5	4	7
- NC(=S)NNC(=O)c1ccccc1Cl
    x	-0.2	-0.1	0	x	-3	-6	-15
- COCC(=O)N1CC(=O)N2[C@@H](CO)[C@H](c3ccc(-c4ccccc4)cc3)[C@@H]2C1
    x	-0.7	0.3	-10	x	2	x	18
- CCc1nc2n(n1)C(O)c1cc([N+](=O)[O-])ccc1S2 (centres undefined)
    x	-0.5	0.1	-8	x	-4	0	11
- CCOC(=O)C1(C)CCN1C(=O)c1ccc(Cl)cc1Cl (centres undefined)
    -3	-1.6	0.1	0	-2	1	x	10
- Cc1nc2ccc(NC(=O)c3ccc(Br)o3)cc2s1
    x	0.5	0.1	-30	x	4	-5	-6
- c1cn(CCCNC2CCCCCCC2)cn1
    -3	-1.0	0.0	-6	x	1	-3	11
- CCN(CC(=O)N1CCN(c2ccccc2)CC1)S(=O)(=O)c1ccc(C)cc1
    x	x	0.4	-11	x	1	-6	-40
- Cc1noc(C)c1NC(=O)N(C)C[C@H]1Oc2ccc(NC(=O)Nc3ccc(F)cc3)cc2C(=O)N([C@@H](C)CO)C[C@@H]1C
    -9	1.1	-0.1	9	1	1	-18	-3
- Cc1ccc(NC(=O)C2CCCN(S(=O)(=O)c3cnc[nH]3)C2)c(Br)c1 (centres undefined)
    -14	4.0	-0.1	-20	12	x	-3	4
- COC(=O)CSc1n[nH]c(=S)s1
    -4	x	0.0	-19	-1	22	x	6
- CO[C@H]1CN(C)C(=O)c2cc(NC(=O)C3CCCCC3)ccc2OC[C@@H](C)N(Cc2cccnc2)C[C@@H]1C
    -5	-0.8	0.5	9	13	1	-10	-1
- CNC(=O)c1c(C)noc1C
    x	-0.9	0.0	-6	-2	-1	-4	-4
- CCN(CC)C(=O)CN1C(=O)c2cccc3cccc(c23)C1=O
    x	-2.1	0.0	-7	1	4	-6	5
- CCC(C)NC(=O)Cn1c(-c2ccccc2)cc(C(C)=O)c1C (centres undefined)
    x	2.9	0.0	-10	x	6	x	-2

# Further entries:
molecule	RAD54 branch	CFTR F508del cor	Xi reactivation	RAD52 inh	esBAF inh	ERAP1 HTS inh	ARNT TACC3 PPI	INS-1E GSIS act
CC(=O)NC1C(OCc2ccccc2)OC(COC(C)=O)C(OC(C)=O)C1OC(C)=O (centres undefined)	7	x	0.2	0	3	-2	-4&-17	4
Cc1ccc(C)c(-n2c(CNC(=O)c3ccco3)nnc2SCC(=O)Nc2nnc(C)s2)c1	5	-3.3	-0.1	-7	-1	10	-1	x
Cc1ccccc1Sc1ncnc2onc(C)c12	2	x	x	x	-7	x	-3	8
CCOC(=O)Nc1ccc2c(COC(=O)CN(C)S(=O)(=O)c3ccc(C)cc3)cc(=O)oc2c1	x	-1.7	-0.1	-20	2	x	-7	6
CCCCN(C(=O)c1ccccc1F)c1c(N)n(CCC)c(=O)[nH]c1=O	1	0.4	0.0	-4	-2	0	5	25
COc1ccc(N2CCN(C(=O)CSc3nc4nc(C)cc(C)n4n3)CC2)cc1	4	1.5	-0.1	0	-1	1	1	18
CN(C1CCCCC1)C(CNS(=O)(=O)c1ccc(Cl)cc1)c1ccccc1 (centres undefined)	x	-0.7	0.6	14	-4	-3	-1	8
CC(C)Oc1ccc(C(=O)O)c(C(=O)O)c1	-3	x	x	x	7	x	0	15
COc1ccccc1CN1[C@@H](CO)[C@@H](c2ccccc2)C12CN(C(=O)c1ccccn1)C2	x	2.9	0.0	-14	x	-9	x	-4
c1ccc(Cn2c(CNc3nc4ccccc4n3CCN3CCCCC3)nc3ccccc32)cc1	-3	x	x	x	-7	x	5	-9
Cc1cccc(-c2c3c(=O)n(C)c(=O)n(C)c3cn2-c2ccc(O)cc2)c1	9	x	x	x	-11	x	7	24
CC(NCc1nc2ccccc2n1C)C12CC3CC(CC(C3)C1)C2 (centres undefined)	x	1.6	-0.1	-23	x	0	8	-6
COC(=O)c1ccc(C[n+]2ccccc2)cc1	-3	-2.3	0.0	-7	-4	2	40	-1
C[C@@H]1CN([C@@H](C)CO)C(=O)c2cc(NS(=O)(=O)c3ccccc3)ccc2O[C@@H](C)CCCCO[C@@H]1CN(C)C(=O)Nc1ccc2c(c1)OCO2	-8	0.8	0.2	25	16	3	4	2
Cc1cccc(Oc2coc3cc(OC(=O)c4cncc(Br)c4)ccc3c2=O)c1	1	x	0.0	-8	34*	4	-3&-14	0
COc1ccc(S(=O)(=O)Nc2cccc3c2O[C@H](CN(C)Cc2ccc(C(F)(F)F)cc2)[C@@H](C)CN([C@@H](C)CO)C3=O)cc1	-3	0.3	1.3	5	-3	1	1	-15
CCOC(=O)C1CCCN(CCC(=O)Nc2ccccc2C)C1 (centres undefined)	x	-2.3	0.0	-19	x	-1	-4	4
COc1ccc(NC(=O)NC[C@@H]2CC[C@@H](Cc3ccc(-c4ccccc4)cc3)O2)cc1	-3	5.2	-0.2	1	21	5	2	-26
O=[N+]([O-])c1cccc(C(=S)N2CCN(c3ccccc3F)CC2)c1	x	-0.5	0.1	-12	x	3	16	-7
CC(C)[C@@H](C(=O)N[C@@H](C(=O)O)c1ccccc1)N1C(=O)N2CCc3c([nH]c4ccccc34)[C@@]2(C)C1=O	-11	-0.5	x	-13	-7	1	-2	-6
COc1ccc(N2CCN(C(=S)Nc3cccc(C)c3)CC2)cc1	-1	3.1	x	-11	-4	4	-7	5
COCCCNC(=O)CC1C[C@H](C(=O)N2CCOCC2)[C@@]2(C)c3[nH]c4ccccc4c3CCN2C1=O (some centres undefined)	-7	6.8	-0.2	4	-1	0	-1	7
O=C(N=c1ccn(-c2nc3ccccc3nc2NS(=O)(=O)c2ccccc2)cc1)c1ccccc1Cl	-10	-0.6	0.0	-284	-1	-4	1	4
O=C(C[C@H]1CC[C@H]2[C@@H](COC[C@H](O)CN2S(=O)(=O)c2ccccc2)O1)Nc1ccccc1	-3	0.8	0.2	-6	-4	-2	3	2
CC=Cc1ccc2n(c1=O)C[C@@H]1[C@@H](CO)[C@H](C(=O)N[C@H](C)c3ccccc3)[C@H]2N1Cc1ccncc1 (mixture of isomers)	8	-1.6	0.3	3	-5	1	8	-6
COc1ccc2[nH]c(C(=O)O)c(CCN3C(=O)c4ccc(C(=O)O)cc4C3=O)c2c1	7	-2.5	0.0	-2	35	0	-4	9
O=C1CCN(Cc2ccc([N+](=O)[O-])cc2)CCN1[C@H](CO)c1ccccc1	2	-2.2	0.0	-1	-4	x	-3	12
CCN(C(=O)Nc1cccc2ccccc12)c1ccccc1	4	-0.9	0.0	5	-5	-4	x	x
O=C(Nc1cccnc1)c1cc2cc(Br)ccc2o1	14	-0.1	0.1	-8	14	0	-20	-5
O=C(CCC(=O)N1CCN(c2ccc(F)cc2)CC1)N1CCN(c2ccc(F)cc2)CC1	-1	0.5	-0.1	-7	0	0	0	10
COc1ccc(NC(=S)Nc2ccc(N(C)C(C)=O)cc2)cc1	-12	1.4	0.0	-12	x	3	-4	-16
Cc1cc(SCC(N)=O)nc(SCC(=O)c2ccccc2)n1	-5	x	x	x	-6	x	-1	-3
CO[C@H]1CN(C)C(=O)c2cc(NC(C)=O)ccc2OC[C@@H](C)N(Cc2cc(F)ccc2F)C[C@@H]1C	2	-0.4	0.0	2	-5	1	-5	-4
CN(C)CCNC(=O)C(=O)Nc1ccc2c(c1)N(S(=O)(=O)c1cccs1)CCC2	x	0.7	1.1	-2	-18	-5	-1	3

# Screens from PubChem.
